Screening data deposited in PubChem BioAssay by several laboratories.
NS5 inhibitors: Dengue-2 NS5 methyltransferase inhibitors, primary screen, biochemical, confirmation dose response (AID 588689); inhibition, % at 25 µM; hits with a dose series show IC50 in µM; Dengue-2 NS5 methyltransferase capping enzyme assay, biochemical; higher % means a stronger effect; 0.3% of 340,000 active; in the data active means a potency from the dose series; inconclusive means inhibition above about 29% without an active follow-up result
Myeloid diff 2: promotes myeloid progenitor differentiation. ER-HoxA9 myeloid progenitors, lysozyme-GFP differentiation, flow cytometry. calls only at 10 µM. 1% of 360,000 active. AID 624256;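 active means normalized GFP-positive differentiation at or above the plate's own cutoff, the solvent-only control mean plus 3 SD; inconclusive means no clear call, values can overlap the other calls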;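 further: cells exposed to compound for four days before flow analysis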
NS5 inhibitors pilot replicate: also measured in NS5 inhibitors; calls as there; inhibition, %; measured here: pilot screen replicate inhibition
Myeloid diff 2 GFP+ MAC1+ %: recorded beside Myeloid diff 2, whose call it bears; GFP+ MAC1+ double positive, %; measured here: differentiation confirmed by MAC1 staining
An asterisk follows results filed as active; i = inactive; u = inconclusive; x = not tested or not shown; & = joins results of further samples.

SMILES | NS5 inhibitors | Myeloid diff 2 | Myeloid diff 2 GFP+ MAC1+ % | others
COc1ccc(CCC(=O)NCc2cn3ccsc3n2)cc1 | 7% | i | 11
Cc1ccc(S(=O)(=O)N2C/C=C\CN(S(=O)(=O)c3ccccc3Br)CC2)cc1 | -2% | i | 0.7 | NS5 inhibitors pilot replicate=3.3
O=C(NN=Cc1ccccc1C(=O)O)C(=O)NN=Cc1ccccc1C(=O)O | 2% | i | 1.4
Cc1nc2cc3c(=O)n(C)cnc3cc2n1Cc1ccccc1 | -3% | i | 1.3
COc1cc(OC)c(C(=O)OCC(=O)NCCC2=CCCCC2)cc1OC | -9% | i | 1.9
C[C@H](CO)N1C[C@H](C)[C@@H](CN(C)Cc2ccc(C(=O)O)cc2)Oc2c(NC(=O)C3CC3)cccc2C1=O | 4% | i | 2.1 | NS5 inhibitors pilot replicate=-2.4
CC1CC1C(=O)OCC(=O)Nc1ncc(Cl)cc1Cl (stereo unspecified) | -6% | i | 1.2
Nc1nc2cc(Br)ccc2o1 | -7% | i | 0.8
COc1ccc(NC(=O)N(C)C[C@H]2Oc3ncc(Br)cc3C(=O)N([C@H](C)CO)C[C@@H]2C)cc1 | -2% | i | 1.4
Nc1ccc(S(=O)(=O)c2ccc(N3CCOCC3)c(N)c2)cc1 | 5% | i | 0.1
C[C@H]1CN([C@@H](C)CO)S(=O)(=O)c2ccc(Br)cc2O[C@@H]1CN(C)C(=O)Cc1ccccc1 | -6% | i | 0.8
CSC1=NN(c2ccccc2)CN(c2ccccc2)N1C | -1% | i | 0.7
NNC(=O)c1nc2ccccc2s1 | 4% | i | 1.3
Cc1ccc(C)c(S(=O)(=O)N(C)Cc2cccs2)c1 | -8% | i | 0.6
CCCOc1cc(N)ccc1C(=O)OCCN(CC)CC | 0% | i | 3.8
CC1CCCC(NC(=O)COC(=O)CCC(=O)c2ccc(F)cc2)C1C (stereo unspecified) | 4% | i | 1.1
CC1(c2nnc(-c3cccc(Cl)c3)o2)CC(c2ccc(C#N)cc2)=NO1 (stereo unspecified) | -6% | i | 3.3
CCOc1ccc(NC(=O)COc2coc(CN3CCc4ccccc4C3)cc2=O)cc1 | -1% | i | 1.2
c1ccc(-c2ncnc3ccccc23)cc1 | -6% | i | 1.1
COc1ccc(/C=C(\C#N)C(=O)OCC(=O)NCc2ccccc2OC)cc1 | 0% | i | 0.6

A portion from further up, for reference:
SMILES | NS5 inhibitors | Myeloid diff 2 | Myeloid diff 2 GFP+ MAC1+ % | others
COc1ccc(CCC(=O)NCc2cn3ccsc3n2)cc1 | 7% | i | 11
Cc1ccc(S(=O)(=O)N2C/C=C\CN(S(=O)(=O)c3ccccc3Br)CC2)cc1 | -2% | i | 0.7 | NS5 inhibitors pilot replicate=3.3
O=C(NN=Cc1ccccc1C(=O)O)C(=O)NN=Cc1ccccc1C(=O)O | 2% | i | 1.4
Cc1nc2cc3c(=O)n(C)cnc3cc2n1Cc1ccccc1 | -3% | i | 1.3
COc1cc(OC)c(C(=O)OCC(=O)NCCC2=CCCCC2)cc1OC | -9% | i | 1.9

Other structures
SMILES | NS5 inhibitors | Myeloid diff 2 | Myeloid diff 2 GFP+ MAC1+ % | others
Cc1ccc(OCC(=O)OCC(=O)NC2CCCCCC2)cc1C | -3% | i | 0.4
CCCCCCCCCCCCCCCC(=O)OC/C=C(C)/C=C/C=C(C)/C=C/C1=C(C)CCCC1(C)C | -12% | i | 2.1
CCC1(C(N)=O)CC2C=CC1C2 (stereo unspecified) | 1% | u | x
O=C(OCC(=O)N1CCOCC1)c1cnc(Cl)c(Cl)c1 | -5% | i | 0.7
COc1ccccc1OCCNC(=O)Cc1ccc(S(=O)(=O)N2CCOCC2)s1 | -4% | i | 0.6
CCCNC(=O)c1ccc(N2CCC3(CC2)CC(c2cccc(Br)c2)=NO3)c(NC(=O)c2cccc(C)c2)c1 | -1% | i | 1.0
O=C(COc1ccc(Cl)cc1)OCc1ccc(Cl)cc1 | -4% | i | 0.7
O=C(Cn1nc(-c2ccccc2)oc1=O)OCC(=O)c1ccc(F)c(F)c1 | 0% | i | 0.7
CSc1cccc(N2CC(C(=O)NCCN3C(=O)S/C(=C\c4cccnc4)C3=O)CC2=O)c1 (stereo unspecified) | -2% | i | 1.3
CC(Sc1nnc(CN2CCCC2)n1Cc1ccccc1)C(=O)Nc1ccc(F)c(F)c1F (stereo unspecified) | -2% | i | 0.5
CC#CCN1C=C(C(=O)OCC)C(C)N(Cc2ccc(Br)cc2)S1(=O)=O (stereo unspecified) | 4% | i | 0.4 | NS5 inhibitors pilot replicate=-3.3
COc1ccc(S(=O)(=O)N2CCCCC2)cc1NC(=O)c1c(F)cccc1Cl | -10% | i | 1.6
CN(C(=O)c1cccc(NC(=O)Cc2cccc(NC(=O)C3CCCN(C(=O)C4CCCCC4)C3)c2)c1)C1CCC1 (stereo unspecified) | -2% | i | 0.6
COc1ccccc1C(=O)Nc1ccc2ccccc2c1 | 6% | i | 0.6
Cc1ccccc1C(=O)N1CCC(C(=O)Nc2ccccn2)CC1 | -6% | i | 0.9
CC(=O)Nc1ccc(S(=O)(=O)NCCC(=O)OCC(=O)NNC(=O)c2ccccc2)cc1 | -1% | i | 0.7
CCN1CCN(c2ccc(S(=O)(=O)N3CCOCC3)cc2NC(=O)c2cc(Cl)nc3ccccc23)CC1 | -1% | i | 0.7
COc1ccc(N=Nc2c(C)[nH]c3ccccc23)cc1 | 0% | i | 0.5
CC(C)COc1ccc(C(=O)OCC(=O)N(C)CC(=O)Nc2ccc(F)cc2)cc1 | -4% | i | 1.3
CCOc1ccc(NC(=O)c2ccccc2NC(=O)CNC2CCCC(C)C2C)cc1 (stereo unspecified) | 0% | i | 0.2

Next section, overlapping the part above by 4 compounds.
SMILES | NS5 inhibitors | Myeloid diff 2 | Myeloid diff 2 GFP+ MAC1+ % | others
CCN1CCN(c2ccc(S(=O)(=O)N3CCOCC3)cc2NC(=O)c2cc(Cl)nc3ccccc23)CC1 | -1% | i | 0.7
COc1ccc(N=Nc2c(C)[nH]c3ccccc23)cc1 | 0% | i | 0.5
CC(C)COc1ccc(C(=O)OCC(=O)N(C)CC(=O)Nc2ccc(F)cc2)cc1 | -4% | i | 1.3
CCOc1ccc(NC(=O)c2ccccc2NC(=O)CNC2CCCC(C)C2C)cc1 (stereo unspecified) | 0% | i | 0.2
COc1ccccc1NC(=O)C(C)OC(=O)c1ccc(-n2cnnn2)cc1 (stereo unspecified) | -10% | i | 0.7
CCCC(C(=O)OCCN(CC)CC)(c1ccccc1)c1ccccc1 | -1% | i | 1.6
Cc1c(C)n2c(SCC(=O)N3CCC(C)CC3)nnc2[nH]c1=O | -3% | i | 0.2
O=C(c1cc(S(=O)(=O)N2CCOCC2)ccc1Cl)N1CCCCC1CO (stereo unspecified) | 6% | i | 1.2
COc1ccc(N2C(=O)CC(c3ccccc3)CC2=O)cc1 | -10% | i | 1.5
CC1(C)CC(=O)C=C(c2cn[nH]n2)C1 | -1% | i | 1.0
O=C(NCCCN1CCCC1=O)c1cc2ccccc2o1 | -1% | i | 0.2
O=C(COC(=O)/C=C/c1cccc(F)c1)Nc1ccc2[nH]c(=O)[nH]c2c1 | -1% | i | 1.2
COc1ccc(CCC(=O)O)c(C(CC(=O)O)C(=O)O)c1OS(=O)(=O)c1ccc(C)cc1 (stereo unspecified) | 8% | i | 1.3
O=C(CN1CCN(CC(=O)Nc2cccc(F)c2)CC1)NCC1(N2CCOCC2)CCCCC1 | -10% | i | 0.5
O=C(CSc1nc2ccccc2c(=O)n1CCCO)Nc1ccc2c(c1)OCCO2 | 0% | i | 0.2
CC(=O)Nc1ccc(NC(=O)C2CCN(S(=O)(=O)c3ccc4c(c3)OCCO4)CC2)cc1 | 2% | i | 1.1
CCOc1ccc(NC(=O)CN(C)C(=O)C2CC(=O)N(c3cccc(SC)c3)C2)cc1OCC (stereo unspecified) | -4% | i | 0.9
CCCCCC(=O)N1C[C@@H](n2cc(-c3ccc(F)cc3)nn2)[C@H](O)C[C@@H]1c1ccc(Cl)cc1 | -7% | i | 0.8
Clc1ccc2nsnc2c1NC1=NCCN1 | -9%&-1% | i | 3.8&1.7
Nn1cnnc1SCC(=O)N1CCc2ccccc2C1 | -6% | i | 0.5
O=C(COC(=O)COc1ccc(Cl)cc1)NCCCc1ccccc1 | 4% | i | 0.3
O=C(COC(=O)c1cccc(S(=O)(=O)N2CCCC2)c1)Nc1cccc(Br)c1 | -5% | i | 0.9
NS(=O)(=O)c1cccc(NC(=O)COC(=O)CNC(=O)c2ccc(-c3ccccc3)cc2)c1 | -9% | i | 1.2
COc1ccc(CC(=O)N2CCN(C(=O)Cc3ccc(OC)c(OC)c3)CC2)cc1OC | 0% | i | 1.3
Cc1ccc(C(=O)OCC(=O)Nc2ccc3c(c2)OCCO3)cc1C | -4% | i | 0.4
CCN(CC)C(=O)[C@H]1C[C@H](CC(=O)NCc2ccc(OC)c(OC)c2)C(=O)N2CCc3c([nH]c4ccc(Cl)cc34)[C@]12C | -9% | i | 1.1 | NS5 inhibitors pilot replicate=-5.2
O=S1(=O)c2c(F)cccc2OC(COc2ccccc2)CN1CCc1ccc(F)cc1 (stereo unspecified) | -4% | i | 0.4
COc1ccc(C)cc1NC(=O)COC(=O)c1ccccc1SCC(=O)N1CCCC1 | 7% | i | 1.8
COCCNc1nc(C)cc(-c2cc(C(=O)Nc3ccccc3)on2)n1 | -2% | i | 1.0
COc1ccc(C2=CC(=O)C[C@H](c3ccc(Cl)cc3)C2)cc1 | 4% | i | 0.9
C[C@H]1CN([C@@H](C)CO)C(=O)c2cc(-c3cccc(C(=O)N(C)C)c3)cnc2O[C@H]1CN(C)C(=O)Cc1ccccn1 | 1% | i | 1.1
CCOC(=O)c1cccc(NC(=O)c2ccc(F)cc2F)c1 | 2% | i | 2.4
CCCN(CC(=O)Nc1ccccc1C)C(=O)c1ccc2c(c1)OCO2 | -7% | i | 1.4
CCCN(CC(=O)NC(=O)NC1CCCCC1)CC(=O)Nc1cc(Cl)ccc1Cl | -7% | i | 0.3
Cc1ccc(C2(C)NC(=O)N(CC(=O)Nc3ccc(Cl)c(S(=O)(=O)N4CCCCC4)c3)C2=O)cc1 (stereo unspecified) | -16% | i | 0.7
CN(C)C(=O)CCc1ccc2c3c([nH]c2c1)[C@]1(CCC2CCCC2)[C@@H](C(=O)N2CCOCC2)C[C@H](CC(=O)NCc2ccco2)C(=O)N1CC3 | -1% | i | 0.9 | NS5 inhibitors pilot replicate=0.3
Cc1cccc(OCC(=O)N(C)c2c(N)n(Cc3ccccc3)c(=O)[nH]c2=O)c1C | 4% | i | 0.2
O=C(c1cc(-c2ccco2)nc2ccccc12)N1CCCC(C(F)(F)F)C1 (stereo unspecified) | -5% | i | 0.2
CC1Cc2ccccc2N1CC(=O)N(C)c1c(N)n(Cc2ccccc2)c(=O)[nH]c1=O (stereo unspecified) | -24% | i | 2.0
O=C(COc1ccc(Br)cc1Cl)NC(=O)NC1CCCC1 | -1% | i | 0.6
C[C@H](O)[C@@H]1C(=O)N2CCc3ccc(N4CCN(C)CC4)cc3[C@@H]2C[C@@H]1N(C)C(=O)c1ccc(C#N)cc1 | 0% | i | 1.2 | NS5 inhibitors pilot replicate=-5.2
O=C(NNC(=O)c1ccc2c(=O)n3c(nc2c1)CCC3)c1cccc(Cl)c1 | 6% | i | 0.9
Cn1nnnc1Sc1ncnc2scc(-c3ccc(C(F)(F)F)cc3)c12 | -10% | u | x
CCOC(=O)N1C(=O)NC(=O)C1c1ccccc1 (stereo unspecified) | 7% | i | 1.0

Looked up by compound from the entries so far (5):
SMILES | NS5 inhibitors | Myeloid diff 2 | Myeloid diff 2 GFP+ MAC1+ % | others
O=C(COc1ccc(Br)cc1Cl)NC(=O)NC1CCCC1 | -1% | i | 0.6
CCOC(=O)N1C(=O)NC(=O)C1c1ccccc1 (stereo unspecified) | 7% | i | 1.0
O=C(c1cc(-c2ccco2)nc2ccccc12)N1CCCC(C(F)(F)F)C1 (stereo unspecified) | -5% | i | 0.2
COc1ccc(C2=CC(=O)C[C@H](c3ccc(Cl)cc3)C2)cc1 | 4% | i | 0.9
O=S1(=O)c2c(F)cccc2OC(COc2ccccc2)CN1CCc1ccc(F)cc1 (stereo unspecified) | -4% | i | 0.4

Remaining list, next part
SMILES | NS5 inhibitors | Myeloid diff 2 | Myeloid diff 2 GFP+ MAC1+ % | others
CCOc1ccc(S(=O)(=O)Nc2cccc(C(=O)NCC3(N4CCCCC4)CCCCC3)c2)cc1 | 1% | i | 0.4
Cc1ccc(S(=O)(=O)N2CC3(O)CN(C(=O)OC(C)C)N(C(=O)OC(C)C)CC3(OC(=O)Nc3cccs3)C2)cc1 (stereo unspecified) | -6% | i | 0.4
COC(=O)C1=C[C@@H](C(=O)OC)C2C3=C(C(=O)C24CCCCC4)[C@H](C)n2c(=O)n(C)c(=O)n2[C@@H]3C1 (stereo partly specified) | 10% | i | 1.6
c1ccc(CCC2Cc3ccccc3N2)cc1 (stereo unspecified) | 3% | i | 0.5
COc1ccc(C(=O)OC(C)C(=O)NC2CCCCC2C)cc1S(=O)(=O)N1CCOCC1 (stereo unspecified) | -1% | i | 1.0
CCCc1cc(=O)[nH]c(SCC(=O)NC2(C#N)CCCCC2)n1 | 4% | i | 0.3
CN1CCN(C2=C(Cl)C(=O)c3ccccc3C2=O)CC1 | 6.3µM* | u | x
C[C@@H]1COC(=O)[C@H](CC(=O)OC(C)(C)C)C/C=C\C[C@H](CC(=O)N(CCO)Cc2ccccc2)C(=O)N1 | 4% | i | 1.7
COc1cc(OC)c(C(=O)OC(C)C(=O)NCc2ccc3c(c2)OCO3)cc1OC (stereo unspecified) | -14% | i | 1.5

An excerpt (hit frequency here may not be typical).
